Assay outcomes (PubChem)
TRAIL sens C8: sensitizes caspase-8 expressing cells to TRAIL; NB7+C8 cells + TRAIL, ATPlite viability luminescence; inhibition (viability loss, TRAIL sensitization), % at 10 µM; 1% of 360,000 active; AID 624354;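 active means compounds causing at least 50% loss of cell viability in the single-dose screen, relative to plate controls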
Peg3 promoter: inhibitors of Peg3 promoter; HeLa PEG-Prom luciferase reporter, luminescence, overnight; inhibition, % at 20 µM; 1.7% of 360,000 active; AID 588405;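 active means inhibition of at least 50% at 20 µM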
TRPM1 prom inh: inhibitors of MITF-driven TRPM1 promoter in melanoma cells. SK-MEL-5 TRPM1 promoter luciferase, 24 h. inhibition, % at 12.5 µM. 0.83% of 330,000 active;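 active means mean inhibition across replicates of 60% or more, whatever share of single replicates reaches that level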; further: values of inactives mirror those of a sister screen read the other way
NR2E3 ag-1: human photoreceptor-specific nuclear receptor agonism; AID 602229; inhibition of corepressor binding, % at 3.98 µM; CHO-S Gal4-NCOR/VP16-NR2E3 two-hybrid, luciferase; 0.35% of 360,000 active; Q9Y5X4;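 active means inhibition above the mean of all tested compounds plus 3 SD, cut at about 70% in these data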;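 further: 0% = DMSO with NR2E3 transfected cells and 100% = cells lacking NR2E3 construct; higher means lower luciferase signal from less NR2E3 corepressor binding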
Target sequence (Q9Y5X4 whole entry, looked up, the tested form may be a part): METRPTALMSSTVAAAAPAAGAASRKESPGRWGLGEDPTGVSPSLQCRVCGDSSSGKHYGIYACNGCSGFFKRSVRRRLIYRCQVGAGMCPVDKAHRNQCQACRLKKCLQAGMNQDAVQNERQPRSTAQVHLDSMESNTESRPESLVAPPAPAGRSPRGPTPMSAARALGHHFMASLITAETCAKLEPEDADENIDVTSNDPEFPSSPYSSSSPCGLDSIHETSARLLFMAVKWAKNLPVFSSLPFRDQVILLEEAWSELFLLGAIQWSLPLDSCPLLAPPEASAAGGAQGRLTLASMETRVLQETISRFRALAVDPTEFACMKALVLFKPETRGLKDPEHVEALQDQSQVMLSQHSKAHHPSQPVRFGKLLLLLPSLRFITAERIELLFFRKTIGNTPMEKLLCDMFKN
TROY signal inh: TROY signaling inhibition. Q293 LMP1-TROYcd NF-kB luciferase reporter, 4 h. inhibition, % at 10 µM. 0.98% of 360,000 active;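 active means compounds whose plate-normalised and pattern-corrected inhibition of the luciferase reporter signal at the single screening dose is 50% or more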
KKLEB cytotox: reduces viability of KKLEB cystic fibrosis airway cells. 0.36% of 360,000 active. AID 602141. activity change (cytotoxicity), % at 5 µM. KKLEB CF airway cells viability, ATPlite luminescence, overnight; hits give low values; cells stimulated with P. aeruginosa culture filtrate;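 active means corrected activity change at or below -50% at 5 µM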
Shn3 3UTR inh: Schnurri-3 reporter inhibition in Clone20 osteoblasts. Clone20 osteoblast Shn3 3'UTR firefly luciferase, 24 h. inhibition, % at 12.5 µM. 0.52% of 360,000 active;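 active means mean inhibition of at least 75% with every replicate also reaching 75%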;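 further: 0% = median of neutral control wells and 100% = pilot-screen positive control compound; some compounds past the cut are filed as inactive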
NR2E3 ag-2: NR2E3 (human) agonism. inhibition of corepressor binding, % at 4.78 µM. 0.12% of 320,000 active. AID 2300. GST-NR2E3/biotin-RetCOR TR-FRET, 1536-well. Q9Y5X4;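 active means percent inhibition above the cutoff of mean plus 3 SD of all tested compounds, set per screening campaign, cut at about 20% in these data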;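 further: 0% = DMSO wells and 100% = biotin wells as full block of FRET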
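Material: NR2E3–RetCOR corepressor complex | Quantity: 1.35 nM GST-tagged NR2E3 final | Schedule: 5 h at 4 °C | Replication: Singlicate compound wells | Reagent: RetCOR corepressor, biotinylated, 7 nM | Controls: Biotin wells as high control, 0.6% DMSO wells as low control | Signal: TR-FRET, Eu(K)-anti-GST donor, streptavidin-D2 acceptor, ex 340, em 617/671 nm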
CF NFkB block: cystic fibrosis NF-kB activation inhibition. KKLEB NF-kB-GFP reporter, PAF-induced, GFP fluorescence overnight. inhibition, % at 5 µM. 0.86% of 360,000 active;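 active means at least 50% inhibition at 5 µM, scaled per plate between neutral and stimulator controls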;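 further: PAF is a Pseudomonas aeruginosa culture filtrate used as stimulus; plate controls were PAF-stimulated DMSO wells for no effect and unstimulated DMSO wells for full effect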
TWEAK Fn14 block: blocks TWEAK-Fn14 interaction in a reporter cell assay | TWEAK-stimulated Fn14 reporter cells, luciferase luminescence, 8 h | inhibition, % at 10 µM | 2% of 360,000 active | AID 1159606; in the data active means inhibition above about 50%
HIF-2a inh: HIF-2a inhibition; 0.72% of 360,000 active; 786-0 RCC cells HIF-2a reporter, luciferase luminescence, overnight; AID 624352; inhibition, % at 18.8 µM;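 active means inhibition of the luminescence signal of 40% or more relative to plate controls, in a single-dose primary screen at 18.75 µM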
An asterisk follows results filed as active; . = not tested or not shown; & = joins results of further samples. Some of the compounds tested (hit frequency here may not be typical).

SMILES | TRAIL sens C8 | Peg3 promoter | TRPM1 prom inh | NR2E3 ag-1 | TROY signal inh | KKLEB cytotox | Shn3 3UTR inh | NR2E3 ag-2 | CF NFkB block | TWEAK Fn14 block | HIF-2a inh
Cc1ccc2c(c1)c1c(n2CC(O)CN2CCCCCC2)CCCC1 (stereo unspecified) | -7 | 5 | -5 | 16 | -14 | -4 | -19 | -2 | -1 | 6 | 13
Nc1ccc(S(=O)(=O)Nc2nccc(/C=C/c3cccc([N+](=O)[O-])c3)n2)cc1 | -8 | -9 | . | -3 | 15 | 0 | -52 | . | 18 | -6 | 1
CCN(CC)S(=O)(=O)c1ccc(OCC(=O)NC(=O)Cc2ccccc2)c([N+](=O)[O-])c1 | -5 | 5 | 25 | -3 | 7 | 9 | 1 | -2 | 4 | -31 | 15
CN(C)S(=O)(=O)c1cc(NC(=O)CSc2nn(-c3ccc(Cl)cc3)c(=S)s2)ccc1Cl | 26 | 33 | 11 | -12 | 41 | -5 | 44 | 3 | 4 | 83* | 4
NC(=O)CSc1nnc(-c2ccncc2)n1-c1ccc(Cl)cc1 | -3 | 5 | 9 | 15 | 5 | -4 | 2 | 4 | 9 | 0 | 8
CC(NC(=O)CCNC(=O)c1ccco1)c1ccc(F)cc1 (stereo unspecified) | 4 | 8 | 7 | 9 | -17 | -1 | 8 | 3 | -12 | 10 | 1
CN1CCN(c2ccc([N+](=O)[O-])cc2C(=O)c2ccc(Cl)cc2)CC1 | 4 | 15 | 15 | -60 | -2 | -21 | 8 | 5 | 22 | 7 | 21
COc1cc(NS(=O)(=O)c2ccc3c(c2)n(C)c(=O)n3C)cc(OC)c1 | 2 | 13 | 10 | 9 | 11 | -1 | 22 | 2 | 15 | 13 | 7
COc1ccc(C2(O)C(=O)Nc3ccccc32)cc1 (stereo unspecified) | 1 | 9 | 4 | -18 | -13 | -8 | -13 | -3 | 2 | 12 | 22
CCOC(=O)c1sc(NC(=O)c2ccccc2C(=O)O)c(C(=O)OCC)c1C | 5 | 13 | -4 | 9 | -28 | 6 | 6 | 5 | 4 | -7 | 6
COC(=O)[C@]12CCCCC=C1N(CCC1=CCCCC1)C(=O)[C@H](CC(=O)NCc1ccc(OC)c(OC)c1)C2 | -5 | . | . | -15 | 17 | . | . | . | . | 13 | -5
S=c1[nH]nc(-c2ccccc2Cl)n1/N=C/C=C/c1ccco1 | 10 | 18 | . | -29 | 2 | 2 | -18 | -1 | -6 | 11 | 30
CCCCn1c(-c2cccs2)nc2nc3ccccc3nc21 | 2 | 5 | 4 | 1 | -19 | 1 | 47 | 1 | -14 | 6 | -69
C/C(=N\NC(=O)c1ccccc1OCCOc1ccccc1)c1ccccc1F | 3 | 18 | 12 | -25 | 8 | -2 | 13 | . | 19 | -21 | -13
COc1ccc(CCNC(=O)CN2C(=O)c3ccccc3S2(=O)=O)cc1OC | 2 | -3 | 9 | 18 | -4 | -5 | 10 | 5 | 4 | -15 | 9
Cc1ccc(CN2CCN(CC(=O)N3CCC(C(N)=O)CC3)C2=O)cc1 | -11 | 1 | -6 | 1 | 0 | 3 | 14 | -1 | -9 | -8 | 1
COc1ccc(CNC(=O)COc2ccc(S(=O)(=O)N3CCCCC3)cc2)cc1 | 0 | 9 | 6 | 22 | 5 | -10 | 2 | -1 | -22 | 3 | 22
O=C(Nc1cccc(Cl)c1)OCCOC(=O)Nc1cccc(Cl)c1 | -4 | 20 | -11 | 0 | 31 | -10 | -32 | . | 34 | 22 | -7
CC1CN(c2nc3c(c(=O)n(Cc4ccc(Cl)c(Cl)c4)c(=O)n3C)n2C)CC(C)O1 (stereo unspecified) | 5 | 32 | 15 | -8 | 19 | -17 | 49 | 4 | 11 | 15 | 34
O=C(N/N=C/c1ccc(Cl)c([N+](=O)[O-])c1)c1cc(-c2ccc3c4c(cccc24)CC3)n[nH]1 | 10 | 111* | 57 | -21 | 6 | 1 | 10 | 2 | -10 | 64* | 10
Nc1ncnc2c1ncn2[C@@H]1O[C@H](C(=O)N2CCCN(Cc3cccs3)CC2)[C@@H](O)[C@H]1O | -2 | 11 | . | 11 | 6 | -16 | 2 | . | 14 | -20 | 9
CC1(C)CC2CC(C)(CN2S(=O)(=O)c2cccc(C(=O)OCC(=O)NC(N)=O)c2)C1 (stereo unspecified) | 10 | 5 | -1 | 4 | 5 | 2 | 4 | 4 | 1 | 0 | 14
CC1CN(C(=O)CCC(=O)NC(C)c2ccccc2)c2cc(Cl)ccc2O1 (stereo unspecified) | -9 | 16 | . | -20 | 3 | -6 | 7 | 5 | 15 | 15 | -2
Nc1nc(-c2ccc(Br)cc2)cs1 | 5 | -231 | -73 | -49 | 3 | -10 | -33 | -1 | 9 | -10 | -183
O=C(N/N=C/c1ccco1)c1ccccc1OCc1ccccc1Cl | 0 | 2 | 9 | -12 | -12 | -8 | 1 | 1 | 8 | 1 | 0
SMILES | TRAIL sens C8 | Peg3 promoter | TRPM1 prom inh | NR2E3 ag-1 | TROY signal inh | KKLEB cytotox | Shn3 3UTR inh | NR2E3 ag-2 | CF NFkB block | TWEAK Fn14 block | HIF-2a inh
CCCOc1ccc(N/C=C/C(=O)c2ccc(OC)c(OC)c2)cc1 | 1 | -18 | -13 | -4 | -36 | 5 | -13 | -2 | 2 | -9 | -21
Cc1c(/C=N/NC(N)=O)c2ccccn2c1C(=O)c1ccncc1 | 0 | 40 | -15 | -12 | 0 | -4 | . | -4 | 11 | -10 | 22
COC(=O)C1=C(C(=O)OC)[C@@H]2Nc3ccccc3[C@@]23C[C@@H](C(=O)OC)N(C(C)=O)C3=N1 | 9 | 2 | 11 | 5 | -8 | 9 | -7 | -1 | -7 | -5 | 14
COc1ccc([N+](=O)[O-])cc1/C=N/NC(=O)CNC(=O)C(c1ccccc1)c1ccccc1 | -9 | 32 | 4 | -28 | -9 | 7 | -28 | -2 | -15 | 7 | 28
COc1ccc(C(C)(C)C)cc1NC(=O)COC(=O)CSCc1c(C)noc1C | -1 | 10 | -10 | 5 | -3 | -5 | -8 | . | 18 | -6 | -3
CC(C)(C)C1CCC(=NNC(=O)c2ccccc2-n2cccc2)CC1 (stereo unspecified) | 15 | -19 | 9 | -2 | 5 | -10 | 0 | -1 | -7 | 6 | 3
O=c1c2ccccc2c(=O)n2n1Cc1ccccc1C2 | 3 | -74 | -17 | -16 | -16 | 1 | -12 | 7 | 6 | -4 | -100
COc1ccc(N2CCN(C(=O)CSc3nnc4ncccn34)CC2)cc1 | -6 | 27 | 4 | -6 | 1 | 9 | -23 | 2 | 1 | -1 | 0
COCCc1ccc(OCC(O)CNC(C)C)cc1 (stereo unspecified) | -20&2&-3 | 5&14&1 | 4&-6&-7 | -30&-26&-11 | 15&15&17 | 9&-6&-2 | -13&-3&-2 | -2&5 | -18&1&7 | 14&10&-3 | 14&2&-5
O=C(Nc1cc(Cl)ccc1Oc1ccccc1)c1ccc(F)cc1 | 1 | 28 | -5 | -6 | 9 | -1 | -6 | 1 | 7 | -6 | 18
OC(c1cccc(F)c1)c1ncc(-c2ccc3ccccc3c2)[nH]1 (stereo unspecified) | -1 | -221 | . | -68 | -58 | 4 | -87 | . | -4 | 0 | -273
Cc1ccc(S(=O)(=O)N(C)c2ccc(OCC(=O)Nc3cccc(-n4cnnn4)c3C)cc2)cc1 | 8 | 23 | 10 | -30 | -1 | -6 | -23 | -3 | 4 | 8 | 1
Cn1c(=O)[nH]c(=O)c2c1nc(SCC(=O)O)n2Cc1ccccc1 | -14 | 3 | -4 | -3 | 6 | -1 | -2 | 0 | 9 | 5 | 6
CC(/C=C/c1ccccc1)=N/O | -2 | -33 | -14 | -8 | -21 | -5 | -24 | 2 | 6 | -5 | -63
COC(=O)CC(CC(=O)OC)n1cccc1 | -1 | -2 | 0 | -3 | 8 | 11 | -12 | . | -23 | -3 | 0
COc1cc(OC)cc(C(=O)N[C@H](C(=O)NCc2cccs2)C(C)C)c1 | 9 | 10 | 0 | -33 | -6 | -4 | -12 | 4 | 10 | -9 | 18
COc1ccccc1CNC(=O)CCNS(=O)(=O)c1cc(Br)cnc1N | 1 | 19 | -3 | -7 | 11 | -4 | 5 | 1 | -13 | 5 | 16
Cc1nn(-c2ccccc2)c(Cl)c1C(=O)Nc1ccc(N2CCOCC2)cc1 | 8 | 19 | -4 | -25 | 3 | -1 | -8 | 2 | -3 | -13 | 11
CCNC(=O)C1(C)CCCN(Cc2csc3ccccc23)C1 (stereo unspecified) | 0 | -1 | . | -14 | 0 | -10 | 17 | . | 30 | -2 | 9
CCOC(=O)c1c(-c2ccccc2)csc1NC(=O)/C(C#N)=C/c1ccc(O)c(OC)c1 | 1 | 6 | 4 | -1 | 6 | -4 | 7 | -2 | -74 | 47 | 9
COc1ccc(CCNC(=O)c2cnc3n(c2=O)CCS3)cc1OC | 13 | 7 | -3 | -10 | 12 | -3 | 2 | 0 | -4 | -12 | -4
Cc1ccc2[nH]c(=O)c(CN(CCN3CCOCC3)C(=O)Nc3ccc(F)cc3)cc2c1 | 7 | 21 | 7 | -37 | -2 | -3 | -13 | 1 | -21 | -17 | 6
CN1/C(=C/C(=S)NC(=O)C2(C)CC2(Cl)Cl)C(C)(C)c2ccccc21 (stereo unspecified) | 24 | -11 | 4 | 0 | 19 | 7 | 77 | -3 | -5 | 36 | -29
COc1ccc(-n2ncc(C(C)NS(=O)(=O)c3ccc(C(C)=O)cc3)c2C)cc1 (stereo unspecified) | 5 | 0 | -1 | -10 | -8 | -2 | 11 | 2 | 4 | 12 | 11
COc1ccc(CCNC(=O)c2ccc3c(c2)S(=O)(=O)N=C2CCCCCN23)cc1 | 14 | -7 | 0 | -2 | -23 | -4 | 1 | 2 | 23 | -6 | -5
Cc1ccc(Cn2ccc(NC(=O)c3cc(-c4ccccc4)on3)n2)cc1 | -1 | -20 | 1 | 15 | 1 | -3 | 9 | 7 | -18 | -9 | -18
O=C(/C=C/c1ccccc1)NCC1(c2ccccc2)CCOCC1 | -7 | 4 | 4 | -2 | -15 | -8 | 0 | 0 | 4 | 2 | 8
OC1CCC2CN3CCc4c([nH]c5ccccc45)C3CC2C1 (stereo unspecified) | 2 | -94 | . | -42 | -5 | -2 | -14 | . | -1 | 35 | -60
CCOc1cc(/C=N/Nc2cccc(C(=O)O)c2)ccc1OC(=O)c1ccccc1 | 7 | 65* | 91* | -219 | -49 | 10 | 65 | . | -13 | 8 | 87*

Entries of single compounds, looked up by structure. Order of values: TRAIL sens C8, Peg3 promoter, TRPM1 prom inh, NR2E3 ag-1, TROY signal inh, KKLEB cytotox, Shn3 3UTR inh, NR2E3 ag-2, CF NFkB block, TWEAK Fn14 block, HIF-2a inh
COc1cc(NS(=O)(=O)c2ccc3c(c2)n(C)c(=O)n3C)cc(OC)c1 as listed: 2, 13, 10, 9, 11, -1, 22, 2, 15, 13, 7
Nc1ccc(S(=O)(=O)Nc2nccc(/C=C/c3cccc([N+](=O)[O-])c3)n2)cc1 as listed: -8, -9, ., -3, 15, 0, -52, ., 18, -6, 1
COc1ccc(CNC(=O)COc2ccc(S(=O)(=O)N3CCCCC3)cc2)cc1 as listed: 0, 9, 6, 22, 5, -10, 2, -1, -22, 3, 22
